Tau FP inhib: tau fibrillization inhibition (FP); K18 P301L tau heparin fibrillization, Alexa594 FP, 6 h; Potency, µM (series often up to 57.7 µM), for inactives: at the highest dose activity, negative = inhibition, hits mostly inhibitors; 280,000 compounds, 0.39% hits; AID 1468; further: on the % scale 0 is the no-effect control and ±100 the full control effect; nearly all actives have a fitted effect of over 55% in size
Target sequence (P10636 561-689 P618L limits assumed): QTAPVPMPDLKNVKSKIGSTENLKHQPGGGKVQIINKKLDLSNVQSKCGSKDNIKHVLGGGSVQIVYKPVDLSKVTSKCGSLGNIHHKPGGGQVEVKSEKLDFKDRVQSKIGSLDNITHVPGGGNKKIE
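FP of Alexa 594-tau after heparin (20 uM) induction. Substrate: human K18 P301L, 15 uM unlabeled, 0.24 uM labeled. Buffer 100 mM sodium acetate pH 7. 6 hr, 37 C.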
Tau ThT inhib: inhibitors of human tau fibril formation, thioflavin T binding; P10636; recombinant tau K18 P301L, heparin-induced fibrillization, ThT fluorescence; Potency, µM (highest dose often 57.4 µM), for inactives: at the highest dose activity, negative = inhibition, hits mostly inhibitors; 270,000 compounds, 2.1% hits; further: on the % scale 0 is the no-effect control and ±100 the full control effect; nearly all actives have a fitted effect of over 55% in size
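ThT emission at 510 nm, taken 1 hr after adding 30 uM dye, quantifies aggregates formed when 20 uM heparin acts on human tau K18 P301L for 6 hr at 37 C.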
HTT ATP protect: protects HTT-Q103 PC12 cells, measured by ATP | PC12 HTT-Q103 induced, cytoprotection, ATP luminescence, 40 h | Potency, µM (doses to about 56.4 µM), without a hit: cytoprotection (ATP increase), actives largely listed as activators | 230,000 compounds, 0.14% hits | AID 1471;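 further: % of control where 0% means no effect; nearly all actives have a fitted effect of over 45% in size; toxic huntingtin expression switched on by the ecdysone agonist tebufenozide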
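Compounds added alongside 100 nM tebufenozide, which induces toxic Q103 huntingtin exon 1-GFP in stable PC12 cells; surviving cells quantified by luminescent ATP measurement. Medium: phenol red-free DMEM, 5% equine and 5% calf serum.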
aGal spleen mod: inhibitors or activators of human alpha-galactosidase in spleen homogenate; P06280; Potency, µM (titrated, usually from 80 µM), for the others: at the highest dose activity change, negative = inhibition, actives largely listed as inhibitors; 240,000 compounds, 0.008% hits; human spleen homogenate, 4MU-alpha-Gal fluorescence, 40 min;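 further: 0% = enzyme with vehicle and -100% = no enzyme basal signal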
Target sequence (P06280 32-429 limits assumed): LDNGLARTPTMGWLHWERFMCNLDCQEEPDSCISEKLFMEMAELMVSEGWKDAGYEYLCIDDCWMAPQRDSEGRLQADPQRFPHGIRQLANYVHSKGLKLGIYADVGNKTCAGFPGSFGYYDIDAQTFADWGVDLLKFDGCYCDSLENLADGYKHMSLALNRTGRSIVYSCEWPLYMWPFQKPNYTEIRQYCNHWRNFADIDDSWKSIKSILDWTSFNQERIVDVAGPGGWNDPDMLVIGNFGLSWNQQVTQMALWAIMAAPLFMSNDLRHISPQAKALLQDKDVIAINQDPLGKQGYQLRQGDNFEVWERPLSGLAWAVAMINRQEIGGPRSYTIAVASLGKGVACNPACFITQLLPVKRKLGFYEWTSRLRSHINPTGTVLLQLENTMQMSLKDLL
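qHTS titration in buffer at pH 5.0. Alpha-galactosidase activity in spleen homogenate was measured via 4-methylumbelliferone release from 1 mM fluorogenic substrate after 40 min at 37C and a pH 10 stop. AC50 came from Hill fits of control-normalized data.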
GAA inh: alpha-glucosidase (human) inhibition; P10253; purified human GAA, 4-MU-alpha-glucoside fluorescence; Potency, µM (series often up to 76.9 µM), without a hit: at the highest dose activity change, negative = inhibition, most hits filed as inhibitors; 200,000 compounds, 0.005% hits;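 further: plate controls were uninhibited enzyme wells for no effect and no-enzyme background for full effect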
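AC50 values come from Hill fits of compound titrations (up to 77 uM) against 4 nM human enzyme. Substrate 4-methylumbelliferyl-alpha-D-pyranoside at 400 uM, pH 5.0 citrate buffer, 20 min room temperature; fluorescence Ex 365/Em 440 after alkaline stop.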
GAA spleen mod: lysosomal alpha-glucosidase (human) modulation | 240,000 compounds, 0.006% hits | Potency, µM (highest dose often 79.9 µM), for the others: at the top dose activity change, negative = inhibition, most hits filed as inhibitors | human spleen homogenate, 4-MU-alpha-glucoside fluorescence;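 further: 0% = enzyme with vehicle and -100% = no enzyme basal signal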
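Compounds were titrated against alpha-glucosidase in spleen homogenate at pH 5.0, with 1 mM 4-methylumbelliferyl substrate for 40 min at 37 C. Reactions were quenched with pH 10 NaOH/glycine and fluorescence measured.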
Tau fluor cs: counter-screen for tau fibril formation inhibitors | Potency, µM (highest dose often 57.7 µM), for inactives: top-dose activity change, negative = decrease | 280,000 compounds, 0.93% hits | tau K18 P301L Alexa594 fluorescence, heparin fibrillization | AID 1463; further: on the % scale 0 is the no-effect control and ±100 the full control effect; nearly all actives have a fitted effect of over 55% in size
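Human tau K18 P301L (15 uM unlabeled, 0.24 uM Alexa 594-labeled) in 100 mM sodium acetate pH 7 with 20 uM heparin, 6 hr at 37 C. ThT 30 uM added, 1 hr ambient; Alexa 594 FP and total fluorescence read at 555/632 nm.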
GAA glycogen mod: inhibitors or activators of human alpha-glucosidase glycogen cleavage. P10253. recombinant GAA, glycogen substrate, Amplex Red glucose oxidase fluorescence. Potency, µM (doses to about 76.4 µM), inactives show top-dose activity change, negative = inhibition, most hits filed as inhibitors. 300,000 compounds, 0.38% hits;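 further: 0% = full enzyme reaction and -100% = no-enzyme basal signal; the screen sought inhibitors and activators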
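Recombinant human enzyme (4 nM); glycogen substrate; 37 C, 40 min, pH 5.0. Readout: coupled glucose oxidase/Amplex Red fluorescence.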
Active calls of the source: *; ? = inconclusive; . = not tested or not shown; & = joins results of further samples; [ ] = remark or other dose. The call rests on the fitted dose curve; in most records, active means well fitted curve in the direction sought with a large enough effect; inconclusive means small, poorly fitted or top-dose-only effect, or another doubt; inactive means no such curve, though single readings can be large; an effect the other way counts as inactive or inconclusive. Potency means the concentration at half of the fitted maximal effect.

canonical_smiles | Tau ThT inhib | GAA inh | Tau FP inhib | GAA glycogen mod | HTT ATP protect | aGal spleen mod | GAA spleen mod | Tau fluor cs
C=CCc1ccc(OCCOc2ccc(/C=N/n3cnnc3)cc2OCC)c(OC)c1 | ? | -5% | -18% | 0% | 8% | -2% | -6% | ?
COc1ccc(/C=N/n2c(C)cc(C)cc2=O)cc1 | 2% | 15% | 9% | -5% | -26% | -1% | 0% | 1%
CC(C)NC(=O)CC1C(=O)N(Cc2ccccc2)C(C)c2nc3ccccc3n21 (stereo unspecified) | -10% | 8% | 0% | -5% | -28% | 1% | -4% | -5%
CN(C)CCCNc1c2c(nc3cc(-c4cccc(F)c4)nn13)CCC2 | 2% | 7% | 7% | -6% | 13%[10 µM] | 6% | 14% | 1%
O=C1c2ccccc2C(=O)N1CCc1nn[nH]n1 | 3% | -16% | 4% | 2% | 16%[10 µM] | 3% | -4% | 4%
O=C1CCCN1CN(C(=O)c1ccc2c(c1)OCO2)c1ccc(F)cc1 | 4% | -2% | ? | 9% | -3% | -13% | -4% | 0%
Cc1cc(NC(=O)CSc2ccc3nnc(-c4cccs4)n3n2)no1 | -8% | -2%[15.4 µM] | 4% | -4% | -8% | 2% | 0% | 0%
CC(CC(=O)Nc1nc2ccccc2[nH]1)c1ccccc1 (stereo unspecified) | -13% | -3% | -12% | -1% | -33% | 2% | 2% | -17%
CCCCn1nnc(NC(=O)COc2ccc(Cl)c(C)c2)n1 | -12% | -5% | -5% | -1% | 6% | -7% | -11% | -13%
C#CCOCCOCCOCCNc1nc(N2CCN(C(=O)[C@H]([C@@H](C)CC)n3cc([C@@H](N)Cc4ccc(O)cc4)nn3)CC2)nc(N2CCN(C(=O)[C@H](Cc3ccc(O)cc3)n3cc([C@@H](N)CC(C)C)nn3)CC2)n1 | ? | . | 4% | 3% | 3%[10 µM] | -3% | 2% | -14%
O=C(CN1CCC(c2nc3ccccc3[nH]2)CC1)NCc1ccc2c(c1)OCO2 | 0% | -1% | 5% | 5% | -16% | -10% | -7% | 3%
Cc1ccc(NC(=O)c2ccccc2NS(=O)(=O)c2ccc(F)cc2)cc1S(=O)(=O)N1CCCCC1 | -5% | -9% | -9% | 5% | -37%[10 µM] | 2% | -1% | ?
C/C(CCc1ccco1)=N/NC(=O)CCC(=O)Nc1ccc(Br)cc1 | -13% | -2% | 0% | 9% | -33%[10 µM] | 6% | -7% | -25%
Cc1ccc(S(=O)(=O)N2CCC(C(=O)Nc3nnc(-c4ccc(F)cc4)s3)CC2)cc1 | 5% | 4% | -2% | 6% | 37%[10 µM] | 5% | -4% | 0%
O=C(Cc1ccccc1)NN1C(=O)C2C3C=CC(C4CC34)C2C1=O (stereo unspecified) | 3% | 4% | 3% | 11% | . | -6% | -10% | 4%
OC(COCc1cccs1)CN1CCCCCC1 (stereo unspecified) | -20% | ? | -3% | -12% | -8% | -2% | 3% | -10%
CN=C1SC(CC(=O)Nc2cccc(C(F)(F)F)c2)C(=O)N1C (stereo unspecified) | -6% | 2% | 0% | -18% | 5% | -6% | -2% | -4%
Cc1ccc(C2CC(c3ccc(NS(C)(=O)=O)cc3)=NN2C(=O)c2ccco2)cc1 (stereo unspecified) | 3% | 3% | 1% | -7% | -13%[10 µM] | 9% | -9% | -24%
Cc1nc(N2CCOCC2)nc(N2CCCCC2C)c1[N+](=O)[O-] (stereo unspecified) | -17% | . | -3% | -4% | -12%[10 µM] | -6% | 0% | -12%
CCOCN(C(=O)Cn1c(C)nc2ccccc21)c1c(C)cccc1CC | -17% | . | -4% | -3%[76.3 µM] | . | . | . | -19%
COc1ccc(C2C(C(N)=O)=C(C)Nc3nc(CCCO)nn32)cc1 (stereo unspecified) | 6% | . | -1% | -12% | . | . | . | 10%
COCCNC(=S)N/N=C(\C)c1ccc(OC)cc1 | -7% | -14% | 1% | -30% | 4%[10 µM] | -2% | 0% | -7%
O=C1NC2(CCCCCC2)N=C1c1ccc(Br)cc1 | 1% | 0% | 3% | 5% | -25% | 0% | -5% | -3%
CCN(CC)c1ccc(NC(=O)COc2ccccc2C#N)cc1S(=O)(=O)Nc1ccc(OC)cc1 | -10% | -4% | -3% | -2% | -7%[10 µM] | -1% | -1% | ?
O=C(CC(NS(=O)(=O)c1ccc(Cl)cc1)c1ccco1)NCc1ccco1 (stereo unspecified) | -12% | 4% | 2% | 8% | -13% | -7% | -6% | -1%
CC(C)c1ccc(NC(=O)CCN2C(=O)c3ccc([N+](=O)[O-])cc3C2=O)cc1 | -13% | -2% | -3% | 3% | -12% | 4% | 4% | -8%
CC(=O)Oc1cccc(N2C(=O)C3C4C=CC(C4=C(C)C)C3C2=O)c1 (stereo unspecified) | -18% | -4% | -14% | 7% | -1% | 11% | -7% | -13%
Cc1cc(N2C(=O)C3C4c5ccccc5C(c5ccccc54)C3C2=O)no1 (stereo unspecified) | -2% | 1% | -2% | 3% | -1% | -21% | -6% | -9%
Cc1cccc(N2CN(Cc3ccco3)CNC2=S)c1 | 0% | -6% | -3% | 9% | 12%[10 µM] | -3% | -8% | 1%
COc1ccc(C)cc1NC(=O)c1cc(S(=O)(=O)N2CCOCC2)cn1C | 5% | . | -10% | -9%&-1%[76.3 µM] | . | . | . | -3%
CN(C)CCNC(=O)c1ccc(Cl)s1 | -4% | -10% | -1% | 5% | 15%[10 µM] | 4% | -2% | -13%
O=C(Nc1cc(Cl)ccn1)C1CCN(S(=O)(=O)c2cccs2)CC1 | -6% | -11% | -9% | 3% | 15% | 9% | -16% | -11%
CCN(CC)CCNC(=O)c1c(C)oc2cc(Br)c(OC)cc12 | -12% | -2% | 0% | -11% | -44%[inhibitor] | -8% | -7% | -6%
COc1cccc(C(=O)n2cnnc2N)c1OC | -6% | ? | 2% | 1% | -2%[0.074 µM] | 2% | 7% | 7%
O=C(c1ccccc1-c1ccccc1)N1CCN(c2ccccn2)CC1 | -7% | -14% | 6% | 2% | -23% | -2% | -18% | -2%
COCC(C)n1c(SCC(=O)N(C)C2CCS(=O)(=O)C2)nc2ccccc2c1=O (stereo unspecified) | 1% | 7% | 4% | 8% | -22% | -9% | 2% | -2%
CCN1C(=O)c2cccc3c(S(=O)(=O)NCc4cccnc4)ccc1c23 | -6% | -1% | -3% | -8% | -35% | 6% | 1% | -7%
Cc1cnc(C(=O)OCC(=O)NCc2ccc3c(c2)OCO3)cn1 | -4% | 2% | ? | -22% | 6% | 6% | 0% | -10%
COc1ccc2cc(/C=N/NC(=O)CSCc3ccc([N+](=O)[O-])cc3)c(Cl)nc2c1 | -22% | 2% | -2% | 5% | -16% | -2% | -5% | -11%
CCOC(=O)C1CCN(C(=O)Cn2cc(C(=O)OC)c3ccccc32)CC1 | 4% | 0% | -1% | -5% | 2%[10 µM] | 6% | 4% | 3%
Cc1ccccc1OC(=O)n1c(=S)oc2cc(Cl)ccc21 | 4% | 1% | 6% | 2% | -17% | 4% | -1% | -1%
CCc1nc2oc3ccccc3c(=O)c2c(=O)n1-c1ccc(C)cc1 | -12% | . | 11% | 2% | -29%[10 µM] | 3% | -1% | -6%
CCn1c(N2CCN(CC(=O)Nc3cccc(C)c3C)CC2)nc2ccccc21 | -16% | -6% | 1% | 7% | -6% | -8% | -7% | -5%
Cc1ccccc1C(=O)NNC(=O)CSc1nnc(-c2ccncc2)n1-c1ccccc1 | 0% | -1% | -4% | -2% | 6%[10 µM] | 5% | -10% | 7%
O=C1NC(=O)/C(=C\c2ccccc2Oc2ccc(F)c(F)c2)S1 | 7% | -8% | 1% | -5% | -8% | -1% | -3% | -9%
CN1CCN(CCC(=O)N/N=C/c2ccccc2F)CC1 | 3% | . | 2% | 1% | 16%[10 µM] | 0% | 5% | 10%
O=c1[nH]ncc(N2CCCCCC2)c1Cl | 0% | 2% | 1% | -10% | 9%[10 µM] | -7% | 0% | -4%
COCCNCC1C(Oc2ccc(Cl)cc2)C(=O)N1c1ccccc1C (stereo unspecified) | -13% | ? | 5% | 8% | 1% | 7% | . | -12%
COc1ccc(C(=O)NC(=S)Nc2nc(C)cc(C)n2)cc1Br | ? | . | -4% | 5% | 25%[10 µM] | -7% | 3% | 0%
COc1ccc(NC(=S)Nc2ccccc2F)c(OC)c1 | -10% | 6% | 1% | -5% | -23% | 15% | -12% | -1%
OC(COCc1ccccc1)CN1CCN(c2ccccc2)CC1 (stereo unspecified) | -11% | -1% | -2% | -3% | 7% | 1% | -4% | -1%
